Screening data as filed in PubChem.
BRCA1 expr up: qHTS Assay to Identify Small Molecule Activators of BRCA1 Expression | MCF7-BRCA1-FFLuc reporter, luminescence, 48 h; response scale: scaled: vehicle 0%, 10 µM genistein 100% | Potency, µM (titrated, usually from 46.1 µM), inactives show top-dose activation, hits mostly activators | 1.1% of 380,000 active | AID 624202, 2012; also: potency is read from the fitted curve at half-maximal effect; nearly all actives have a fitted effect of over 80% in size; some results filed as inactive show a strong effect at the top dose
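MCF7 cells carrying a BRCA1-firefly luciferase reporter (2000 cells/well, phenol-red free MEM) were attached for 2 h at 37 °C, then given compounds for 48 h. Luminescence was read 15 min after luciferase reagent; activity normalized to genistein (10 microM) and DMSO.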
NPC1 prom act: qHTS Assay for NPC1 Promoter Activators. Huh7 NPC1 promoter luciferase reporter, 24 h. Potency, µM (series often up to 9.22 µM), inactives show at the highest dose activation, usual class: activators. 2.4% of 320,000 active. AID 485313, 2010;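 also: potency is read from the fitted curve at half-maximal effect; % of control where 0% means no effect; nearly all actives have a fitted effect of over 60% in size; reporter is driven by a mutant NPC1 promoter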
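Luminescence read-out of NPC1 promoter-driven luciferase in stably transfected Huh7 cells; compounds delivered in DMSO and left 24 h at 37C, 5% CO2, qHTS titration format.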
TRPV1 agonist: HTS Assay for Compounds that Act as Agonists of the Vanilloid Receptor 1 | AID 540275, 2011 | TRPV1-expressing cells, Fluo-8 calcium influx, agonist mode | Transient receptor potential cation channel subfamily V member 1 (Homo sapiens), Q8NER1 | activation, % at 8.33 µM | 0.19% of 320,000 active; in the data active = activation above about 80%; inconclusive = between about 30% and that limit; also: 0% is about no effect
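Cells expressing TRPV1 were dye-loaded with Fluo-8 and read kinetically: 10 s baseline, 3 min after compound (agonist portion), then 2 min after EC20 capsaicin (allosteric enhancer portion). Calcium-bound dye fluorescence at 480/520 nm.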
VP16 counter: VP16 counterscreen qHTS for inhibitors of ROR gamma transcriptional activity; Drosophila S2 Gal4-VP16 UAS-luciferase, luminescence, 20 h; Potency, µM (top dose mostly 53.6 µM), for inactives: at the top dose activity, negative = inhibition, hits mostly inhibitors; 3.5% of 310,000 active;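 also: Gal4-VP16 expression switched on by copper sulfate through the metallothionein promoter; potency is read from the fitted curve at half-maximal effect; % is scaled to controls: 0 for no effect and ±100 for the full control effect; nearly all actives have a fitted effect of over 50% in size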
ELG1 genotoxic: qHTS screen for small molecules that induce genotoxicity in human embryonic kidney (HEK293T) cells expressing luciferase-tagged ELG1; 1.3% of 330,000 active; HEK293T ELG1-luciferase reporter, luminescence, 16 h; Potency, µM (highest dose often 46 µM), inactives show at the top dose activity change, positive = activation, hits mostly activators; also: potency is read from the fitted curve at half-maximal effect; % of control where 0% means no effect; nearly all actives have a fitted effect of over 60% in size
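ELG1-luciferase HEK293T cells, 2,000/well; compound pinned in; 16 hr, 37 °C, 5% CO2; ONE-Glo, 30 min RT; luminescence on CCD imager.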
ELG1 DNA repair: qHTS screen for small molecules that inhibit ELG1-dependent DNA repair in human embryonic kidney (HEK293T) cells expressing luciferase-tagged ELG1; HEK293T ELG1-luciferase reporter, luminescence, 16 h; DNA damage induced by 5-fluorouridine; 2.3% of 330,000 active; Potency, µM (top dose mostly 46.1 µM), without a hit: top-dose activity change, negative = inhibition, actives largely listed as inhibitors; also: potency is read from the fitted curve at half-maximal effect; % is scaled to controls: 0 for no effect and ±100 for the full control effect; nearly all actives have a fitted effect of over 55% in size
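Step one: seed 2,000 cells per well. Step two: pin-transfer compound or DMSO alongside 5-fluorouridine. Step three: incubate 16 hr, 37 °C, 5% CO2. Step four: add ONE-Glo, wait 30 min, read luminescence.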
FLuc modulator: qHTS profiling assay for firefly luciferase inhibitor/activator using purifed enzyme and Km concentrations of substrates (counterscreen for miR-21 project) | Luciferin 4-monooxygenase (Photinus pyralis), P08659 | purified FLuc, Km substrates, luminescence inhibition | Potency, µM (series often up to 57.5 µM), without a hit: top-dose activity change, negative = inhibition, most hits filed as inhibitors | 6.9% of 360,000 active | AID 588342, 2011;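 also: potency is read from the fitted curve at half-maximal effect; plate controls were vehicle for no effect and reference inhibitor for full effect; nearly all actives have a fitted effect of over 55% in size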
Target sequence (P08659 whole entry, looked up): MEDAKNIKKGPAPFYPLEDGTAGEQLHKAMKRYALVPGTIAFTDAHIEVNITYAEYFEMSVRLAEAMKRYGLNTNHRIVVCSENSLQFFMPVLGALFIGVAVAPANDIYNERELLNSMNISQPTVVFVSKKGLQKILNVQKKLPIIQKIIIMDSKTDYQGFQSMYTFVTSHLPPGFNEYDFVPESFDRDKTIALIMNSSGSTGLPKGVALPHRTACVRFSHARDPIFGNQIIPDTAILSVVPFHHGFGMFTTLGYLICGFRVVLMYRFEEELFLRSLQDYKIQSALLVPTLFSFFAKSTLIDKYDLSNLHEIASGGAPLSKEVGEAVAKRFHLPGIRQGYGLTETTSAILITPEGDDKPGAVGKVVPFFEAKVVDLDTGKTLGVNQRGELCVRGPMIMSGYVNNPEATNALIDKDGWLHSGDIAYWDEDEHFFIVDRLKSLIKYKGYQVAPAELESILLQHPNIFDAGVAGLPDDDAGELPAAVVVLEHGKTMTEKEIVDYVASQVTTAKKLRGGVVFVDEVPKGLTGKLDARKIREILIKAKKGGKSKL
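Purified P. pyralis luciferase, 10 nM final, with Km-level 10 uM D-luciferin and 10 uM ATP in 50 mM Tris acetate pH 7.5, 10 mM Mg acetate, 0.01% Tween-20, 0.05% BSA; 6-point qHTS titration about 60 µM downward; luminescence read.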
Tb PFK block: qHTS Assay to Find Inhibitors of T. brucei phosphofructokinase | T. brucei PFK, ADP-Glo luminescence | AID 485367, 2010 | 0.17% of 330,000 active | Potency, µM (titrated, usually from 57.5 µM), without a hit: at the top dose activity, negative = inhibition, actives largely listed as inhibitors;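 also: potency is read from the fitted curve at half-maximal effect; 0% = uninhibited 1x PFK enzyme wells and -100% = no-enzyme wells; nearly all actives have a fitted effect of over 60% in size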
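Luminescent ADP detection (ADP-Glo, two-step: ATP depletion then ADP-to-ATP conversion for luciferase) reported PFK activity after 45 min room-temperature reaction of 1.25 nM enzyme with 0.5 mM F6P and 0.1 mM ATP at pH 8.0.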
RORgamma inh: qHTS for inhibitors of ROR gamma transcriptional activity; Nuclear receptor ROR-gamma (Mus musculus), P51450; Drosophila S2 Gal4-RORgamma UAS-luciferase reporter, 20 h; Potency, µM (doses to about 53.6 µM), for the others: at the top dose activity change, negative = inhibition, hits mostly inhibitors; 5.4% of 310,000 active; also: potency is read from the fitted curve at half-maximal effect; % is scaled to controls: 0 for no effect and ±100 for the full control effect; nearly all actives have a fitted effect of over 60% in size
Target sequence (P51450 whole entry, looked up, the tested form may be a part): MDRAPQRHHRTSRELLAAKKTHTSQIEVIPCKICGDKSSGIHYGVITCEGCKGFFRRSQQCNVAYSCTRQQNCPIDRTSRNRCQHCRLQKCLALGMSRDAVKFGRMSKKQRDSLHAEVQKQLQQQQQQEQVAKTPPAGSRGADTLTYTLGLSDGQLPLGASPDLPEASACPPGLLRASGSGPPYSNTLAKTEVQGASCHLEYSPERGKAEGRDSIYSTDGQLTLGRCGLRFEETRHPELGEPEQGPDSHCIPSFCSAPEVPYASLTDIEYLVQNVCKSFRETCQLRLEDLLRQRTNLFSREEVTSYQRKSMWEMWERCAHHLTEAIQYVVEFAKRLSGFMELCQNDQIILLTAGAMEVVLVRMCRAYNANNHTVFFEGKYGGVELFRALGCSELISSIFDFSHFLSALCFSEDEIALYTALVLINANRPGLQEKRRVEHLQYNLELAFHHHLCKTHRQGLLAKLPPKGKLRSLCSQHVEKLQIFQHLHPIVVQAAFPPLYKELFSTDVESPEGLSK
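Read-out: Photinus luciferase luminescence; inhibitors lower reporter signal. Insect Schneider cells with Gal4-ROR gamma fusion under metallothionein promoter, UAS reporter; 700 uM final copper sulfate induction, 20 hr, ambient temperature.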
Rab9 prom act: qHTS Assay for Rab9 Promoter Activators. Huh7 Rab9 promoter-luciferase reporter, luminescence, 24 h. Potency, µM (doses to about 9.22 µM), for the others: at the highest dose activation, negative = inhibition, hits mostly activators. 2.8% of 320,000 active. AID 485297, 2010; also: potency is read from the fitted curve at half-maximal effect; % of control where 0% means no effect; nearly all actives have a fitted effect of over 60% in size
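Huh7 reporter line, Rab9 promoter upstream of luciferase. Compound exposure 24 h at 37 °C in reduced-serum medium with 10% FBS. Read-out: luminescence.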
p53 reactivation: qHTS assay for re-activators of p53 using a Luc reporter. H1299 p53-A138V BP100-luciferase reporter, luminescence, 24 h. 0.063% of 320,000 active. Potency, µM (series often up to 92.2 µM), inactives show at the top dose activity change, positive = activation, hits mostly activators; also: potency is read from the fitted curve at half-maximal effect; % of control where 0% means no effect; nearly all actives have a fitted effect of over 45% in size
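H1299 (p53-null), stable ts p53-A138V + BP100-Luc; 1000 cells/well, Opti-MEM/10% FBS; cpd 4 pt, 1:5; 24 h, 37 deg C, 5% CO2; detection reagent 10 min RT; luminescence.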
Starred values were filed as active, the others as inactive; ? = inconclusive; nt = not tested or not shown. Unless noted, calls follow the shape of the dose curve; as a rule, active = well fitted curve in the direction sought with a large enough effect; inconclusive = small, poorly fitted or top-dose-only effect, or another doubt; inactive = no such curve, though single readings can be large; an effect the other way counts as inactive or inconclusive.

smiles	BRCA1 expr up	NPC1 prom act	TRPV1 agonist	VP16 counter	ELG1 genotoxic	ELG1 DNA repair	FLuc modulator	Tb PFK block	RORgamma inh	Rab9 prom act	p53 reactivation
C1CSC2(N1)C1CC3CC2CC(C1)C31NCCS1 (configuration not stated)	0.4%	-5.7%	0.8	-6.1%	-1.0%	-2.1%	6.2%	-16.0%	3.9%	3.3%	-0.5%
CC1CCCCN1CCCNC(=O)c1ccc(NC(=O)C2=CSCCO2)cc1 (configuration not stated)	12.9%	-1.9%	0.5	3.4%	7.8%	24.9%	0.3%	-3.9%	-1.5%	-2.1%	18.1%
CC(C)c1ccc(/C=C/c2[nH]c(=O)[nH]c(=O)c2[N+](=O)[O-])cc1	-39.9%	-6.4%	-0.4	2.7%	-9.3%	10.3%	?	0.5%	?	5.1%	nt
Cc1cccc(N2CCN(C(=O)CCC(=O)N3CCOc4ccc(Cl)cc43)CC2C)c1 (configuration not stated)	-39.1%	0.7%	-3.5	-18.2%	-9.6%	?	0.9%	-14.7%	44.8%	1.4%	0.5%
O=C(CCN1CCOCC1)Nc1ccc(F)cc1	6.8%	-1.1%	0.5	-3.1%	1.2%	-0.1%	0.4%	-1.3%	-30.8%	2.5%	10.9%
COc1c2c(cc3oc(CO[C@@H]4O[C@H](CO)[C@@H](O)[C@H](O)[C@H]4O)cc(=O)c13)O[C@H](C(C)(C)O)C2	-1.4%	nt	nt	nt	1.8%	?	nt	-2.3%	nt	nt	-0.9%
CC(=O)c1ccc(NC(=O)CSc2nc(Nc3ccccc3)nc(N3CCOCC3)n2)cc1	-29.5%	-4.5%	2.9	-10.8%	2.0%	5.8µM*	-3.8%	1.3%	14.5%	-4.3%	3.8%
COc1cccc(/C=C2/NC(=O)N(CC(=O)Nc3ccc(C)cc3)C2=O)c1OCc1cccc(C(=O)O)c1	-0.8%	-0.1%	-0.5	5.5%	-0.9%	10.8%	-11.0%	1.9%	-44.6%	5.3%	6.1%
C=CCc1ccc(OCC(O)CN2CCN(c3ccccc3)CC2)c(OC)c1 (configuration not stated)	-37.6%	4.4%	1.9	-2.4%	-1.7%	?	-0.4%	-1.5%	-14.9%	-14.5%	0.2%
COc1ccc(S(=O)(=O)NCCSC(C)(C)C)c(Cl)c1Cl	-17.0%	2.5%	7.0	-4.2%	0.1%	-12.2%	-1.2%	-22.8%	4.1%	-3.8%	4.6%
CSc1ccc(CNc2ncc(-c3cccc([N+](=O)[O-])c3)n2C)cc1	-8.3%	-4.4%	0.1	-9.6%	-6.3%	-17.3%	-3.1%	-4.3%	-20.5%	-4.8%	nt
Cc1ccc(C)c(C(=O)CN2C(=O)c3ccccc3C2=O)c1	6.1%	6.1%	-1.1	-11.7%	4.6%	?	-11.2%	-3.9%	-2.3%	7.1%	3.3%
O=C(OCCOc1ccc(Br)cc1)c1ccc(Cl)nc1	-6.8%	-2.7%	0.8	5.1%	2.4%	0.0%	-2.6%	10.5%	13.9%	-1.8%	?
COc1ccc(NC(=O)CC2Nc3cc(C)c(C)cc3NC2=O)c([N+](=O)[O-])c1 (configuration not stated)	-16.7%	0.7%	0.8	-17.6%	7.4%	14.1%	-8.4%	-2.3%	10.7%	-0.5%	1.9%
O=C(NNC(=O)c1ccccc1O)c1ccc(Cl)c(S(=O)(=O)N2CCc3ccccc32)c1	-58.0%	-19.0%	27.6	nt	?	21.5%	?	-15.0%	nt	-20.7%	1.6%
Cc1ccc(C(=O)O)cc1NS(=O)(=O)c1ccc2ccccc2c1	-0.9%	-1.3%	-0.8	-2.5%	-1.2%	17.2%	0.0%	21.3%	0.0%	-3.5%	-2.4%
COC(=O)COc1c(/C=C\c2nc(O)c([N+](=O)[O-])c(=O)[nH]2)cccc1OC	16.1%	-3.1%	-1.3	-11.2%	-2.9%	-7.5%	4.8%	1.4%	15.9%	-2.0%	21.8%
COC(=O)C1CCN(CC(=O)Nc2sc3c(c2C#N)CCC3)CC1	-10.5%	0.3%	2.5	-6.7%	-1.0%	-21.3%	-8.6%	-9.5%	-12.0%	-6.3%	-2.5%
O=C(NCCS(=O)(=O)N1CCCCCC1)c1ccccc1	1.2%	-1.6%	3.7	nt	2.4%	-0.1%	1.7%	6.8%	nt	-3.5%	-5.2%
Cc1[nH]nc2c1C(=O)CCC2	-10.6%	0.6%	0.6	-1.6%	-1.4%	16.1%	-0.9%	-0.9%	-6.3%	-3.1%	-5.4%
Cc1ccc(C(=O)Oc2ccc(/C=C3\C(=N)N4N=C(N5CCOCC5)SC4=NC3=O)cc2)cc1	45.8%	?	6.9	12.6µM*	23.1µM*	?	?	-0.1%	?	?	nt
N#C/C(=C\c1cc2c(cc1Br)OCO2)C(=O)NCC1CCCO1 (configuration not stated)	0.0%	-1.4%	26.4	?	13.9%	?	-13.0%	0.0%	-20.4%	-1.7%	2.4%
NNC(=S)NCc1ccccc1	14.0%	0.1%	-3.8	10µM*	3.9%	?	0.0%	-0.3%	2.82µM*	-1.8%	2.3%
C1CCN(c2nc(N3CCCCC3)nc(N3CCNCC3)n2)CC1	0.1%	-1.4%	?	2.1%	-2.8%	5.2%	3.1%	0.7%	-0.2%	3.4%	7.1%
COc1cccc(/C=N/NC(=O)c2[nH]nc3c2CCc2ccccc2-3)c1	-56.0%	-22.7%	-2.1	6.8%	5.9%	?	?	-3.7%	-18.2%	-18.5%	9.3%

Brought forward from above: two entries; new compounds follow.
smiles	BRCA1 expr up	NPC1 prom act	TRPV1 agonist	VP16 counter	ELG1 genotoxic	ELG1 DNA repair	FLuc modulator	Tb PFK block	RORgamma inh	Rab9 prom act	p53 reactivation
C1CCN(c2nc(N3CCCCC3)nc(N3CCNCC3)n2)CC1	0.1%	-1.4%	?	2.1%	-2.8%	5.2%	3.1%	0.7%	-0.2%	3.4%	7.1%
COc1cccc(/C=N/NC(=O)c2[nH]nc3c2CCc2ccccc2-3)c1	-56.0%	-22.7%	-2.1	6.8%	5.9%	?	?	-3.7%	-18.2%	-18.5%	9.3%
CCc1nc(C)ccc1OC(=O)C12CC3CC(CC(C3)C1)C2	-7.9%	-2.1%	?	-20.7%	6.0%	0.6%	1.2%	-2.3%	-43.8%	0.0%	2.8%
CCN(CC)C(=O)Cn1cc(C(=O)C2CC2)c2ccccc21	6.0%	-0.4%	-0.1	-7.8%	-2.9%	1.9%	-1.6%	-0.6%	10.2%	0.0%	1.6%
CN(C(=O)COc1ncnc2ccccc12)C1CCCCC1	18.3%	nt	nt	nt	0.2%	7.4%	nt	2.0%	nt	nt	-5.0%
c1ccc2c(c1)Nc1cc3ccccc3cc1S2	7.08µM*	3.16µM*	0.6	6.7%	9.8%	?	-26.6%	0.0%	1.4%	3.55µM*	7.9%
CCOC(=O)c1sc(=S)n(C)c1NC(=O)c1ccccc1	-2.1%	-0.5%	-3.3	-10.4%	0.5%	5.9%	?	?	-0.7%	-10.7%	-5.0%
CN(C)C(=O)c1ccc(NC(=O)COC(=O)C2(c3ccccc3)CCCC2)cc1	-13.4%	nt	nt	nt	-6.7%	?	nt	-3.5%	nt	nt	-9.0%
Cc1ccc(CSc2nc3ccccc3c(=O)n2Cc2ccco2)cc1	-7.0%	-5.3%	4.1	-13.8%	0.3%	?	0.3%	-3.5%	?	0.3%	-3.0%
CC(C)OP(=O)(OC(C)C)C(O)c1cccc([N+](=O)[O-])c1 (configuration not stated)	-0.2%	2.3%	1.2	-4.6%	-1.1%	-2.0%	-1.1%	-1.3%	-9.8%	-4.4%	3.9%
CC(C)c1ccc(NS(=O)(=O)c2ccc3c(c2)NC(=O)CO3)cc1	-19.5%	-10.3%	4.5	-8.4%	-3.0%	5.6%	3.1%	1.4%	3.5%	-3.7%	6.2%
CC(=O)Nc1nc2ccc(C(=O)NC3CCCCC3)cc2s1	15.3%	-1.2%	1.6	-5.6%	0.2%	3.6%	-17.2%	-1.6%	?	2.2%	17.7%
